Menin MLL FP TR = menin-MLL binding inhibition, Texas Red mutant peptide. O00255. Menin + Texas Red MLL mutant peptide, fluorescence polarization. Potency, µM (series often up to 61.6 µM), without a hit: at the top dose FP activity change, negative = inhibition, usual class: inhibitors. 270,000 compounds, 0.23% hits. AID 1768; active = well fitted inhibition curve with a large enough effect in the polarisation, with a control signal flat, not every such curve was filed as active; inconclusive = small, poorly fitted or top-dose-only effect, or effect the other way, or a change in a side signal; inactive = no such curve, though single readings can be large or run the other way; the % refers to the polarisation; also: potency is read from the fitted curve at half-maximal effect; % of control where 0% means no effect; many of its hits are not listed in these tables
Mito fusion yeast = blocks mitochondrial division or promotes mitochondrial fusion | S. cerevisiae fusion-defective mutant growth rescue, CellTiterGlo 48 h | Potency, µM (highest dose often 46.1 µM), without a hit: at the top dose growth rescue (activation), most hits filed as activators | 320,000 compounds, 0.23% hits | AID 485298;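 also: potency is read from the fitted curve at half-maximal effect; % of control where 0% means no effect; nearly all actives have a fitted effect of over 45% in size; temperature-sensitive fusion mutants such as fzo1-1 at 37 °C on non-fermentable ethanol glycerol medium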
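Growth-rescue viability read-out: after 48 h at the non-permissive 37C in glycerol/ethanol YPEG, yeast mitochondrial fusion mutants are measured by CellTiterGlo luminescence; compounds (23 nl pinned per well) restoring growth score as division inhibitors or fusion activators.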
MBNL1-CUG inh = inhibitors of human MBNL1 binding to CUG repeat RNA. TR-FRET MBNL1-His/biotin-(CUG)12 binding, 665/545 ratio. Potency, µM (top dose mostly 57.5 µM), for inactives: top-dose activity change, negative = inhibition, most hits filed as inhibitors. 280,000 compounds, 0.036% hits. AID 2675; active = well fitted inhibition curve with a large enough effect in the signal ratio, with a control signal flat, not every such curve was filed as active; inconclusive = small, poorly fitted or top-dose-only effect, or effect the other way, or a change in a side signal; inactive = no such curve, though single readings can be large or run the other way; the % refers to the signal ratio; also: potency is read from the fitted curve at half-maximal effect; % is scaled to controls: 0 for no effect and ±100 for the full control effect
Target sequence (Q9NR56 whole entry, looked up): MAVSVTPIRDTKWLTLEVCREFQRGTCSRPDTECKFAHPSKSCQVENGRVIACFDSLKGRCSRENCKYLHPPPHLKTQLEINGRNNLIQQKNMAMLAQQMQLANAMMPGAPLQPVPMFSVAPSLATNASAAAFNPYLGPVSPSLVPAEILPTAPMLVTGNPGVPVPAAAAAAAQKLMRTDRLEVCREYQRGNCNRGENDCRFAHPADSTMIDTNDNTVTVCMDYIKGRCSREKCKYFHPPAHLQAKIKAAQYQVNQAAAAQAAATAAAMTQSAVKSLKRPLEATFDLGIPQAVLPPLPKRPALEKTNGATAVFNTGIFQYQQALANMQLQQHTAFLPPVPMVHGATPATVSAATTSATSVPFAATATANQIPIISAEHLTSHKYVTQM
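TR-FRET between His-tagged MBNL1 and biotin-(CUG)12 RNA, detected with Tb anti-His antibody (0.055 ng/ul) and streptavidin-XL665 (5 nM), 60 min at room temperature. Compounds titrated 92 nM to 58 uM; 665/545 nm ratio normalized to buffer and complex controls.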
PKM2 act = PKM2 (human) enzyme activation; Potency, µM (doses to about 57.5 µM), for inactives: top-dose activation, actives largely listed as activators; AID 1631; P14618; purified PKM2, Kinase-Glo ATP luminescence, activation; response scale: 0% is enzyme alone, no compound; 260,000 compounds, 0.34% hits; also: potency is read from the fitted curve at half-maximal effect; % is scaled to controls: 0 for no effect and ±100 for the full control effect; nearly all actives have a fitted effect of over 55% in size
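ATP formation by purified human PK-M2, quantified via coupled luciferase luminescence after 1 h at room temperature with 0.1 mM ADP and 0.5 mM PEP final.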
FLuc modulator = counter-screen for miR-21 project: firefly luciferase inhibitors or activators. purified FLuc, Km substrates, luminescence inhibition. Potency, µM (top dose mostly 57.5 µM), for inactives: at the top dose activity change, negative = inhibition, usual class: inhibitors. 360,000 compounds, 6.9% hits. AID 588342;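 also: potency is read from the fitted curve at half-maximal effect; plate controls were vehicle for no effect and reference inhibitor for full effect; nearly all actives have a fitted effect of over 55% in size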
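Biochemical qHTS of compounds, final roughly 60 µM downward over six points, against 10 nM purified firefly luciferase using Km concentrations of substrates (10 uM D-luciferin, 10 uM ATP) in Tris acetate pH 7.5 buffer; luminescence output.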
RORg inh = ROR gamma (mouse) transcription inhibition; Potency, µM (highest dose often 53.6 µM), for the others: at the top dose activity change, negative = inhibition, hits mostly inhibitors; Drosophila S2 Gal4-RORgamma UAS-luciferase reporter, 20 h; 310,000 compounds, 5.4% hits; P51450; also: potency is read from the fitted curve at half-maximal effect; % is scaled to controls: 0 for no effect and ±100 for the full control effect; nearly all actives have a fitted effect of over 60% in size
Target sequence (P51450 whole entry, looked up, the tested form may be a part): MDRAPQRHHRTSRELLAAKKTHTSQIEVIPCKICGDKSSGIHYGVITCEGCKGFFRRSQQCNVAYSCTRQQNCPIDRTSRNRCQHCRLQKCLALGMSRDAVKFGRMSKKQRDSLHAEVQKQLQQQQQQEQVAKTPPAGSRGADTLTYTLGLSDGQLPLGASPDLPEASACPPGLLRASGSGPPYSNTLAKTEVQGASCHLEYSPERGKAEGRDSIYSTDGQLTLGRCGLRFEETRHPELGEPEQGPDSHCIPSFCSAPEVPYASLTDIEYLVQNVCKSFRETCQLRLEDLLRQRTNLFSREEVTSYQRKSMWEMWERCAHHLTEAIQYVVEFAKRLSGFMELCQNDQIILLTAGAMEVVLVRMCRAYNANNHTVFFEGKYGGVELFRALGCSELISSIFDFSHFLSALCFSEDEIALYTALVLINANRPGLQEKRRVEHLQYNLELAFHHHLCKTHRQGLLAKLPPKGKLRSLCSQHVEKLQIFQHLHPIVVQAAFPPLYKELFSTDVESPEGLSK
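In this cell-based reporter format, copper sulfate (700 uM final) drives Gal4–ROR gamma fusion expression from a metallothionein promoter in Drosophila Schneider cells; compounds preincubated 1 hr, reporter read after 20 hr at ambient temperature.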
NPC1 promoter act = NPC1 promoter activation; Potency, µM (doses to about 9.22 µM), inactives show at the top dose activation, most hits filed as activators; 320,000 compounds, 2.4% hits; Huh7 NPC1 promoter luciferase reporter, 24 h; AID 485313;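 also: potency is read from the fitted curve at half-maximal effect; % of control where 0% means no effect; nearly all actives have a fitted effect of over 60% in size; reporter is driven by a mutant NPC1 promoter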
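Stably transfected Huh7 (NPC1 promoter→luciferase), 1500 cells/well in Opti-MEM + 10% FBS, 2 h settle, then compound 24 h at 37 °C. Luminescence after 10 min with Amplite reagent.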
ELG1 repair inh = ELG1-dependent DNA repair inhibition; HEK293T ELG1-luciferase reporter, luminescence, 16 h; DNA damage induced by 5-fluorouridine; Potency, µM (top dose mostly 46.1 µM), for the others: at the top dose activity change, negative = inhibition, hits mostly inhibitors; 330,000 compounds, 2.3% hits; AID 504467; also: potency is read from the fitted curve at half-maximal effect; % is scaled to controls: 0 for no effect and ±100 for the full control effect; nearly all actives have a fitted effect of over 55% in size
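5-Fluorouridine DNA damage + compound/DMSO, 2,000 cells/well, 16 h, 37 °C/5% CO2. ONE-Glo, 30 min RT, luminescence. Readout = decrease in reporter signal.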
Gal4-VP16 FLuc = inhibits Gal4-VP16 luciferase reporter, ROR gamma counter-screen; Drosophila S2 Gal4-VP16 UAS-luciferase, luminescence, 20 h; Potency, µM (series often up to 53.6 µM), for inactives: at the highest dose activity, negative = inhibition, hits mostly inhibitors; AID 2546; 310,000 compounds, 3.5% hits;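 also: Gal4-VP16 expression switched on by copper sulfate through the metallothionein promoter; potency is read from the fitted curve at half-maximal effect; % is scaled to controls: 0 for no effect and ±100 for the full control effect; nearly all actives have a fitted effect of over 50% in size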
Rab9 prom act = Rab9 promoter activation. AID 485297. Huh7 Rab9 promoter-luciferase reporter, luminescence, 24 h. 320,000 compounds, 2.8% hits. Potency, µM (titrated, usually from 9.22 µM), for the others: top-dose activation, negative = inhibition, hits mostly activators; also: potency is read from the fitted curve at half-maximal effect; % of control where 0% means no effect; nearly all actives have a fitted effect of over 60% in size
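Quantitative HTS format; Huh7 Rab9-luciferase reporter cells (1500/well) receive compound 2 h post-plating, incubate 24 h at 37 °C, then get luciferase reagent for 10 min before luminescence reading.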
KCNH2 3.1 inh = inhibitors of human KCNH2 3.1 potassium channel isoform | U2OS KCNH2 3.1, thallium flux FluxOr; active compounds read low | activity change, % (tested at about 1.8 µM) | 340,000 compounds, 0.95% hits | AID 720553;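 active = maximum activity change below -70%; inconclusive = maximum activity change from -70% to -50%; inactive = maximum activity change above -50%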;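 also: thallium influx rate constant from kinetic fluorescence after stimulation buffer; % is scaled to controls: 0 for no effect and ±100 for the full control effect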
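FluxOr-based Tl+ influx in U2OS cells transduced with KCNH2 3.1 virus; rate constants normalized to DMSO controls.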
An asterisk follows results filed as active; u = inconclusive; x = not tested or not shown; [ ] = dose if it differs, or a comment. Unless noted, calls follow the shape of the dose curve; as a rule, active = well fitted curve in the direction sought with a large enough effect; inconclusive = small, poorly fitted or top-dose-only effect, or another doubt; inactive = no such curve, though single readings can be large; an effect the other way counts as inactive or inconclusive. This is a subset; count on the stated rates, not on these rows.

SMILES	Menin MLL FP TR	Mito fusion yeast	MBNL1-CUG inh	PKM2 act	FLuc modulator	RORg inh	NPC1 promoter act	ELG1 repair inh	Gal4-VP16 FLuc	Rab9 prom act	KCNH2 3.1 inh
CC1(c2ccc3ccccc3c2)NC(=O)N(CC(N)=O)C1=O (stereo unspecified)	-0.8%	8.3%	1.6%	x	2.6%	-5.5%	-4.4%	-0.7%	1.9%	8.8%	2.0
CCS(=O)(=O)N1CCN(c2cccc(C)c2C)CC1	-2.4%	-13.8%	5.7%	0.6%	10.3%	14.6%	-4.4%	-16.9%	0.1%	-7.9%	8.3
CCn1ncc(/C=N/NC(=O)c2ccc3c(c2)OCO3)c1C	2.0%	1.7%	8.8%	-0.1%	16.9µM*	-25.9%	-10.2%	-8.1%	-1.6%	6.8%	8.7
O=C(Nc1ccon1)c1cc2c(s1)CCCC2	13.0%	-4.5%	-3.1%	-25.9%	3.01µM*	-22.3%	1.41µM*	u	-11.6%	1.12µM*	-3.8
CC1=NN(c2ccc(Cl)cc2)C(=O)C1	u	0.1%	-2.0%	0.8%	-2.4%	-1.5%	0.3%	u	u	7.6%	-14.7
COc1ccc(NCc2nnc(-c3ccccc3)o2)cc1	x	-1.1%	-3.2%	x	2.8%	19.1%	2.5%	u	-1.4%	3.1%	-1.0
Cc1ccc(S(=O)(=O)Nc2ccc(O)c3cccnc23)cc1	u	-11.2%	u	10µM*	-0.7%	10µM*	9.7%	18.3µM*	u	13.7%	0.9
COCCN(C(=O)c1ccco1)C(C(=O)NC1CCCC1)c1cccs1 (stereo unspecified)	-0.1%	-5.6%	-0.6%	-3.8%	0.0%	-27.5%	1.7%	6.3%	-2.5%	-1.7%	-1.9
Nc1nc(SCc2ccccc2Cl)n[nH]1	-3.0%	-2.9%	4.7%	1.4%	-14.3%	3.6%	3.1%	u	18.8%	7.5%	-1.7
Cc1cccc(NC(=O)Nc2ccc(C)cc2Br)c1	11.6%	-1.7%	u	23.1%	u	u	u	u	u	u	2.1
CCCn1c(N)cc(=O)n(C)c1=O	4.7%	0.2%	-0.9%	-1.5%	-1.7%	20.3%	1.0%	7.0%	-9.8%	-2.1%	-11.1
O=C(/C=C(\c1ccc(Cl)cc1)n1cncn1)c1ccc(Cl)cc1	u	0.1%	14.8%	-0.4%	6.1%	-10.6%	0.9%	-2.0%	7.0%	-0.1%	-5.6
CCOc1ccc(Cc2onc3c2C(=O)CCC3)cc1OCC	-10.2%	12.4%	-4.2%	-4.3%	-4.8%	7.2%	0.2%	1.5%	8.0%	-2.8%	-1.8
Cn1c(=O)c2c(nc(SCC(=O)N3CCc4ccccc4C3)n2C)n(C)c1=O	-6.8%	0.0%	2.7%	0.0%	4.5%	-0.1%	-1.5%	-3.9%	-3.5%	8.1%	-1.1
C/C(=N\NC(=O)CC#N)c1cc2ccc(O)cc2oc1=O	12.8%	15.4%	u	-2.8%	2.2%	-0.8%	2.1%	2.0%	-2.2%	-7.5%	4.4
CC(CCc1ccccc1)NC(=O)c1ccc(F)cc1 (stereo unspecified)	-3.5%	5.7%	-1.5%	1.1%	1.5%	0.5%	-2.4%	19.9%	-4.7%	-3.0%	-17.7
O=C(NNC(=O)C1CCN(S(=O)(=O)c2cccc(Cl)c2)CC1)C1CC1	x	0.3%	-9.9%	1.1%	0.6%	24.9%	1.2%	-0.3%	3.5%	-1.3%	13.9
Cn1c(-c2ccsc2)c(-c2cccs2)c2cc(Br)ccc21	x	4.7%	x	x	-18.4%	x	-1.6%	0.4%	x	-1.0%	15.2
Cc1cc(S(=O)(=O)Nc2nc(CN3CCOCC3)nc3sc4c(c23)CCC4)cc(C)c1C	x	15.3%	x	x	-2.0%	x	1.3%	16.6%	x	-2.0%	-0.4
COc1ccc(Cl)cc1C(=O)NNC(=S)NC(=O)c1cc(-c2ccc(Cl)cc2)nc2ccccc12	u	-3.2%	2.5%	-1.3%	4.3%	1.26µM*	-7.0%	16.0%	u	-6.0%	-10.3
Cc1ccc(S(=O)(=O)/C(C#N)=C/c2c(N3CCCCC3)nc3ccccn3c2=O)cc1	x	3.9%	x	-7.4%	-0.6%	8.6%	-6.0%	-0.8%	-8.3%	-5.8%	-32.9
N#CCC(CNc1ncc(C(F)(F)F)cc1Cl)OC(=O)c1cccc(C(F)(F)F)c1 (stereo unspecified)	35.2%[activator]	1.3%	-2.2%	-2.3%	12.1%	19.4%	1.3%	0.0%	0.3%[0.365 µM]	-5.6%	2.2
O=C(Cn1cncn1)NCc1cccc(C(F)(F)F)c1	4.0%	4.8%	2.4%	0.4%	5.0%	21.7%	-1.3%	u	2.8%	-0.2%	-14.8
Cc1cc(Oc2nnnn2-c2ccccc2)ccc1Cl	1.7%	-0.1%	-8.9%	7.2%	u	39.9%	2.0%	u	10.9%	-1.0%	13.7
CSc1ncc(CN2CCN(C3CCN(C(C)C)CC3)C(CCO)C2)cn1 (stereo unspecified)	3.7%	-2.3%	6.4%	-5.1%	-1.7%	-0.7%	1.3%	1.0%	-8.0%	2.1%	4.7
CCN1CCN(Cc2c(O)ccc3c(=O)c(-c4ccc(OC)c(OC)c4)c(C)oc23)CC1	-6.3%	0.8%	10.2%	7.3%	2.6%	-2.1%	-0.6%	10.9%	3.0%	1.9%	10.2
O=S(=O)(c1ccccc1F)N1CCN(Cc2cc3c(cc2Br)OCCO3)CC1	x	19.6%	x	x	12.3%	x	-5.4%	-29.8%	x	1.3%	27.7
Cc1cccc(Nc2nnc(SCc3cn4ccsc4n3)s2)c1	4.9%	13.4%	1.6%	8.4%	16.9µM*	u	1.1%	-8.6%	2.8%	-0.9%	-0.3
Cc1c(NC(=O)c2cccc(NC(=O)Cc3ccccc3F)c2)c(=O)n(-c2ccccc2)n1C	x	-0.6%	x	x	-2.0%	x	1.2%	u	x	1.9%	2.0
Cc1cc(C)cc(NC(=S)N2CCN(C(=O)c3ccco3)CC2)c1	-12.2%	-8.1%	-4.2%	-1.0%	-1.5%	-25.9%	1.3%	-10.5%	-5.8%	-0.1%	2.9
CC1=C(C#N)C(Nc2cc(C)ccn2)(C(F)(F)F)C(=O)N1 (stereo unspecified)	20.8%	3.1%	-0.2%	10.8%	-0.1%	14.4%	1.4%	9.3%	-10.1%	-9.4%	1.5
CC1CC(=O)N(CC(=O)NCc2ccc3c(c2)OCO3)c2ccccc2S1 (stereo unspecified)	-21.0%	-8.3%	u	3.1%	4.3%	-20.2%	-2.8%	3.4%	2.5%	-5.0%	3.7
CC(C)CN1C(=O)NC(NC(=O)c2cccs2)(C(F)(F)F)C1=O (stereo unspecified)	7.6%	1.5%	2.9%	-0.4%	6.6%	17.8%	-4.1%	2.0%	1.6%	-3.4%	-6.5
CSCCC(N=Cc1c(O)n(-c2ccc(F)cc2)c(=O)[nH]c1=O)C(=O)O (stereo unspecified)	0.4%	1.2%	-14.2%	-4.4%	-0.5%	-0.8%	10.3%	-3.4%	u	-2.8%	x
COc1ccc(NC(=O)C23CC4CC(C2)CC(n2cnc(Br)n2)(C4)C3)cc1OC	-17.7%	-0.5%	-16.5%	-1.7%	-0.9%	-7.0%	0.1%	-9.6%	-4.4%	-5.0%	11.7
CCOCCCNC(=S)N(CCN(CC)CC)Cc1cc2cc3c(cc2[nH]c1=O)OCCO3	-7.4%	2.2%	2.0%	-1.2%	-10.8%	-3.6%	-6.7%	-0.2%	-3.0%	8.5%	8.8
CC1C/C(=N\NC(=S)NCc2ccccc2)CC(C)(C)C1 (stereo unspecified)	1.3%	-1.3%	3.6%	3.4%	2.7%	1.26µM*	-1.2%	-14.3%	2.82µM*	-3.3%	-4.1
Cc1noc2nc(-c3cccs3)cc(-c3nnc4n3CCCCC4)c12	-10.0%	0.8%	10.1%	-2.3%	2.2%	-14.9%	4.1%	13.7%	1.2%	4.0%	x
Cc1ccc2nc(SC(C)C(=O)NC3CCCc4ccccc43)[nH]c2c1 (stereo unspecified)	15.0%	10.3%	u	-17.7%	-0.2%	-28.6%	-2.0%	u	u	1.4%	-1.8

Source: PubChem
